CHT PAM: CHT positive allosteric modulators, primary screen, cell-based, membrane potential dye, choline EC20; 310,000 compounds, 0.49% hits; CHT-expressing cells; hits give high values; LV-AA mutant CHT in HEK293 cells; High affinity choline transporter 1 (Homo sapiens), Q9GZV3; AID 488977, 2010; B-score at 10 µM;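 active = initial fluorescence not abnormally high and integrated response B-score, plate-corrected, over 3 SD above library mean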
Target sequence (Q9GZV3 whole entry, looked up): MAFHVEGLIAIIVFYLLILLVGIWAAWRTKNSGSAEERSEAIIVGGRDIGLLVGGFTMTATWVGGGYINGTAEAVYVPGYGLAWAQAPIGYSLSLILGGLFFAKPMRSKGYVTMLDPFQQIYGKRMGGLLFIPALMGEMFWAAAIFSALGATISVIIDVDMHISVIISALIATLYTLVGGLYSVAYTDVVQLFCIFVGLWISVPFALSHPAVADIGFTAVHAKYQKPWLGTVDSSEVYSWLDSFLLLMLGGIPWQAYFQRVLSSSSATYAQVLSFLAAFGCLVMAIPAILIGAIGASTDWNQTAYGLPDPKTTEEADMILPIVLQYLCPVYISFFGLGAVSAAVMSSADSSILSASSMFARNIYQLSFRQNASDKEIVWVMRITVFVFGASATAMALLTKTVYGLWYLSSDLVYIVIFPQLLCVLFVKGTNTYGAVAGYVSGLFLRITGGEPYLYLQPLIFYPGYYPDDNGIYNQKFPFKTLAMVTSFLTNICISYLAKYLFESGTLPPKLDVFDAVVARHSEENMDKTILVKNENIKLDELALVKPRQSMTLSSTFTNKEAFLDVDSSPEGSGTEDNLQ
CHT block: inhibitors of human choline transporter CHT; B-score at 10 µM; AID 488975, 2010; 310,000 compounds, 0.86% hits; CHT-expressing cells, membrane potential dye, choline response; hits give low values;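 active = B-score over 3 SD under the library average, and starting fluorescence ratio not unusually high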;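 note: choline stimulus applied at its EC90 after an EC20 pre-addition; B-score computed on integrated fluorescence ratio after choline addition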
* marks the source's active call; other numbers are inactive results; i = inactive. Compounds were not picked by outcome; any-hit rate near 1.4%.

SMILES	CHT PAM	CHT block
N/C(=N\OS(=O)(=O)c1ccccc1)c1ccccn1	i	i
CNC(=O)CC1C(=O)N(c2ccc(OC)cc2)C(=S)N1NC(=O)c1cccc(F)c1 (centres undefined)	i	i
CCC(C)N(CCNC(=O)c1ccc2c(c1)NC(=O)c1ccccc1S2)C1CCCCC1 (centres undefined)	i	i
COc1ccc(C2c3[nH]c4ccccc4c3CCN2C(=O)c2cc3ncccn3n2)c(F)c1 (centres undefined)	i	i
O=C(CC(NS(=O)(=O)c1ccc(Cl)cc1)c1ccco1)NC1CCCC1 (centres undefined)	i	i
CSc1ccccc1C(=O)Nc1cccc(N(C)S(C)(=O)=O)c1	i	i
O=C(CCN1C(=O)c2ccccc2C1=O)NC(=S)Nc1ccccc1Cl	i	i
CCOC(=O)C1=C(CN2CCN(C(=O)c3ccco3)CC2)NC(=O)NC1c1ccccc1 (centres undefined)	i	i
CC(C)c1ccc(/C=C2\SC(=S)N(CCC(=O)NCCCn3ccnc3)C2=O)cc1	i	i
O=C1CS/C(=C\S(=O)(=O)c2ccc(Cl)cc2)N1	i	i
CCOC(=O)C1CCCN(C(=O)c2ccc3c(c2)NC(=O)C(N2CCOCC2)S3)C1 (centres undefined)	i	i
Cc1n[nH]c(=S)n1/N=C/c1ccc(-c2ccccc2[N+](=O)[O-])o1	i	i
Cc1ccc(S(=O)(=O)N(C)C)cc1NC(=O)C(C)OC(=O)c1ccc2c(c1)OCCO2 (centres undefined)	i	i
Nn1c(SCC(=O)NC(=O)Nc2ccc3c(c2)OCCO3)nnc1C1CC1	i	i
O=C1C2CCCCC2C(=O)N1c1nccs1 (centres undefined)	i	i
Clc1ccc(-c2nc3ccccn3c2CN2CCOCC2)cc1	i	i
COc1ccccc1/C=C(/CC(=O)NCc1ccc2c(c1)OCO2)c1nc2ccccc2s1	i	i
CN(CP(=O)(O)CCc1ccccc1)S(C)(=O)=O	i	i
COc1ccc(Cl)cc1NC(=O)c1cccc(NC(=O)CCC(=O)O)c1	i	i
COc1ccc(/C=N/NC(=O)c2cccnc2)cc1CN1CCc2ccccc2C1	i	i
Cc1cccc(NC(=O)C2CCN(S(=O)(=O)c3c(C)noc3C)CC2)c1	i	i
Cc1ccn2c(NC3CCCCC3)c(C)nc2c1	i	i
N#C/C(=C/c1ccc(F)cc1)c1nc(CCN2C(=O)c3ccccc3C2=O)cs1	i	i
CN(Cc1cccs1)C(=O)CSc1nc2ccccc2[nH]1	i	i
c1ccc2c(c1)nc(-c1ccncc1)n2CCNc1nc(CN2CCCCC2)cs1	i	i
More compounds.
SMILES	CHT PAM	CHT block
O=C(Nc1ccc(C(=O)NCCCN2CCN(c3ccc(F)cc3)CC2)cc1)C1=CSCCO1	i	i
CN(c1ccc(C(=O)NCCSC(C)(C)C)cc1)S(C)(=O)=O	i	i
CCOC(=O)C1CCN(C(=S)NC(=O)c2cccs2)CC1	i	i
CC(=O)NCC(=O)NC1CCCc2c1cnn2-c1ccccc1F (centres undefined)	i	i
COc1ccccc1-c1sc2ccccc2c1-c1ccc(C(C)=O)cc1	i	i
CN1C=CC=C/C1=C1\SC(=S)N(C2CCCCC2)C1=O	i	i
CNC(=S)n1cnc(N)n1	i	i
CCOC(=O)C1=C(N)Oc2cc(O)ccc2C1c1ccc([N+](=O)[O-])cc1 (centres undefined)	i	i
Cc1nn(C)cc1NC(=O)c1cc2nc(-c3ccco3)cc(C(F)(F)F)n2n1	i	i
O=C(COc1ccc(Cl)cc1)NCCCNC(=O)c1ccncc1	i	i
c1ccc2c(c1)OCC(CNc1ncnc3nc[nH]c13)O2 (centres undefined)	i	i
COC(=O)c1ccc(NC(=O)CSc2nc(C)cc(=O)[nH]2)cc1	i	i
Nc1ncncc1-c1ccc([N+](=O)[O-])cc1	i	i
Cc1cc(C)cc(C(=O)Nc2ccncc2)c1	i	i
Cc1cc2n(n1)C(c1ccc3c(c1)OCO3)Nc1c(C)cccc1-2 (centres undefined)	i	-5.08*
COc1ccc(NC(=O)Cc2ccccc2F)cn1	i	i
O=C1/C(=C/c2cccs2)COc2ccccc21	i	i
O=C1NC2(CCCCC2)C(=O)N1CC(=O)N(Cc1ccccc1)c1ccccc1	i	i
COc1ccc(C(=O)CC(=O)C(=O)Nc2ccc(C)cc2Cl)cc1	i	i
CCOCCCNC(=O)CCc1ccc(-n2cnc3cccnc32)cc1	i	i
Cc1ccc2c(c1)C1CN(C)CCC1N2CC(=O)N(C)c1ccccc1 (centres undefined)	i	i
CCN1C(=O)/C(=C\N2CCN(c3ccc(F)cc3)CC2)SC1=S	i	i
CCOC(=O)c1cnn2c(C(F)(F)F)cc(-c3ccco3)nc12	i	i
Cc1cccc(C(=O)Oc2ccc(/C=N/NC(=O)c3ccc(O)cc3)cc2)c1	i	i
Cc1cc(N/C(=N\S(=O)(=O)c2ccc(F)cc2F)c2ccccc2)no1	i	i
Other compounds follow:
SMILES	CHT PAM	CHT block
O=C(NCCN1CCCCC1)c1ccc(/C=N/O)nc1	i	i
Cc1ccc(/C=N\NC(=O)C2CN(S(=O)(=O)c3ccccc3)CCN2S(=O)(=O)c2ccccc2)cc1 (centres undefined)	i	i
COc1ccccc1CNC(=O)C1CCC(CNS(=O)(=O)c2ccc(C)cc2)CC1 (centres undefined)	i	i
C[n+]1ccn(CC(=O)c2ccc(Br)cc2)c1	i	i
Cc1ccc(-c2nc(SCC(=O)N(C)c3c(N)n(Cc4ccccc4)c(=O)[nH]c3=O)n[nH]2)cc1	i	i
CCn1c2ccccc2c2cc(/C=N/n3cn[nH]c3=S)ccc21	i	i
CN(Cc1nc(-c2cccs2)no1)CC1(N2CCOCC2)CCCCC1	i	i
CSc1ccc(/C=N/Nc2nc(C)cc(=O)[nH]2)cc1	i	i
CN(C)c1ccc(/C=N/NC(=O)c2cccc(C(=O)N/N=C/c3ccc(N(C)C)cc3)n2)cc1	i	i
Cc1nn(CCS(=O)(=O)c2ccc(Cl)cc2)c(C)c1Br	i	i
CC(Oc1ccccc1[N+](=O)[O-])C(=O)N/N=C/c1ccoc1 (centres undefined)	i	i
Cc1ccc(S(=O)(=O)N(C)Cc2ccc(C(=O)NN=C(CC(C)C)CC(C)C)cc2)cc1	i	i
Cc1ccsc1/C=N/NC(=O)c1ccc(Cn2cc(Br)cn2)o1	i	i
COc1ccc(CCN(C)C(=O)Cn2c(=O)oc3ccccc32)cc1OC	i	i
O=C(Nc1cccc2ccccc12)c1cccc([N+](=O)[O-])c1	i	i
CCOC(=O)N1CCC(Nc2nc3ccccc3n3cnnc23)CC1	i	i
Cc1nc2ccc(NC(=O)c3cccc(S(=O)(=O)N4CC(C)OC(C)C4)c3)cc2s1 (centres undefined)	i	i
CCOc1ccc(NC(=O)CSc2nnc(-c3ccccc3)n2N)cc1	i	i
CCOc1ccc(C(=O)Nc2cccc(SC)c2)cc1	i	i
O=C(NCc1ccc(Cl)cc1)c1cc(-c2cccs2)on1	i	i
Cc1ccc(CNC(=O)CCc2nc3ccccc3c(=O)[nH]2)cc1	i	i
Cc1c(CN2CCN(C)C(CCO)C2)[nH]c2c(Cl)cccc12 (centres undefined)	i	i
CC#CCN1c2ccccc2[C@]23C[C@@H](C(=O)OC)N(C(=O)NC4CCCCC4)C2=NC(C(=O)OC)=C(C(=O)OC)[C@H]13	i	i
CC(C)OCCCn1c(SCC(=O)N2CCCC2=O)nc2ccccc2c1=O	i	i
COc1ccc(CNc2n[nH]c(NCc3ccc(OC)c(OC)c3)n2)cc1OC	i	i

Next part, starting with the last 4 of the part before.
SMILES	CHT PAM	CHT block
Cc1c(CN2CCN(C)C(CCO)C2)[nH]c2c(Cl)cccc12 (centres undefined)	i	i
CC#CCN1c2ccccc2[C@]23C[C@@H](C(=O)OC)N(C(=O)NC4CCCCC4)C2=NC(C(=O)OC)=C(C(=O)OC)[C@H]13	i	i
CC(C)OCCCn1c(SCC(=O)N2CCCC2=O)nc2ccccc2c1=O	i	i
COc1ccc(CNc2n[nH]c(NCc3ccc(OC)c(OC)c3)n2)cc1OC	i	i
Cc1ccc(S(=O)(=O)c2c(N)n(NC(=O)c3ccccc3C)c3nc4ccccc4nc23)cc1	i	i
Cc1cc(C(=O)Nc2ccc(CC(=O)O)cc2)c(C)o1	i	i
O=C(CCS(=O)(=O)Cc1ccccc1)N1CCN(Cc2ccccc2)CC1	i	i
Cn1ncc(N=Cc2c(O)ccc3ccccc23)c1C(=O)N1CCOCC1	i	i
CCOC(=O)C1(CCOc2ccccc2)CCN(Cc2ccc(OC)c(COC)c2)CC1	i	i
CCc1ccccc1NC(=O)CSc1nnc(CCNC(=O)OC(C)(C)C)o1	i	i
O=C(Nc1nnc(-c2ccc(Br)cc2)o1)c1cccc(N2C(=O)CCC2=O)c1	i	i
COc1cc(OC)c(C(=O)Nc2cccc3ccccc23)cc1OC	i	i
Cc1ccc(CNC(=O)c2nnc(CS(=O)(=O)c3ccccc3)o2)cc1	i	i
Cn1cc(/C=C(\NC(=O)c2ccccc2Cl)C(=O)N2CCOCC2)c2ccccc21	i	i
O=C(O)c1nn(Cc2nc3ccccc3o2)c(=O)c2ccccc12	i	i
N#Cc1ccc(S(=O)(=O)N2CCc3[nH]c4ccc(F)cc4c3C2)cc1	i	i
CCC(C(=O)OCC(=O)Nc1ccc(OC)cc1OC)c1ccccc1 (centres undefined)	i	i
COc1cccc2[nH]c3c(N4CCc5ccccc5C4)ncnc3c12	i	i
Cc1cc(N/N=C/c2cccc(F)c2)nc(NCc2ccccc2)n1	i	i
OCC1(Cc2ccc(F)cc2F)CCCN(Cc2ccc(Cl)cc2)C1 (centres undefined)	i	i
COc1ccc(CNc2ncnc3cc(OC)c(OC)cc23)cc1	i	i
COc1ccc(C(CCNCc2ccc(OC)c(OC)c2)c2ccc(F)cc2)cc1 (centres undefined)	7.38*	i
O=C(N/N=C\c1cccc(F)c1)c1ccc(-c2ccccc2)cc1	i	i
CCCN1CCC(N2CCCC(C(=O)O)C2)CC1 (centres undefined)	i	i
CCOc1cc(C(N)=O)cc(Br)c1OCc1ccccc1	i	i
COc1ccc(CCNC(=O)c2nnn(-c3cc(C)cc(C)c3)c2N)cc1OC	i	i
O=c1c2c(nc3c(-c4cccc5ccccc45)c[nH]n13)CCC2	i	i
Cc1cc(C)c(NC(=O)COC(=O)c2ccc([N+](=O)[O-])s2)c(C)c1	i	i
C=CCSc1nnc(-c2cccnc2)o1	i	i
(continued)
SMILES	CHT PAM	CHT block
CC1C/C(=N\NC(=S)NCc2ccccc2)CC(C)(C)C1 (centres undefined)	i	i
CC1Cc2ccccc2N1C(=O)COC(=O)C1(c2ccccc2F)CCCC1 (centres undefined)	i	i
C/C(N)=C(/C#N)C(=O)CN1C(=O)NC(Cc2c[nH]c3ccccc23)C1=O (centres undefined)	i	i
COC(=O)c1cc(C(=O)OC)n(Cc2ccc(F)cc2)n1	i	i
Cc1ccnn1CCC(=O)N1CCCC(Nc2ccc(F)c(F)c2)C1 (centres undefined)	i	i
COc1ccc(NC(=O)C(c2ccc(C)cc2)N(C)C(=O)c2cnccn2)cc1 (centres undefined)	i	i
Cc1cccc(NC(=O)CSCc2cc(=O)n3nc(C4CC4)sc3n2)c1	i	i
O=C(/C=N/O)NCCN1CCCCC1	i	i
CCCN1Cc2cccc(C(=O)NCc3ccccc3OC)c2C1=O	i	-5.27*
CCOC(=O)N1CCC(n2c(SCC(=O)Nc3ccccc3OC)nc3ccccc3c2=O)CC1	i	i
Cc1ccc(-n2ncc(C(=O)O)c2C2CCN(C(=O)OC(C)(C)C)CC2)cc1	i	i
COc1ccc(C(=O)NNC(=O)CSc2nc3c([nH]2)c(=O)n(C)c(=O)n3C)cc1	i	i
Cc1cc(=O)oc2cc(OCC(=O)NCCc3nc4ccccc4[nH]3)ccc12	i	i
Cc1ccc(C(=O)NNC(=O)Cc2ccccc2)cc1	i	i
CCCC(C)NC(=O)CSc1nnc2ccccn12 (centres undefined)	i	i
Cc1ccc(O)c(NC(=S)NC(=O)Cc2ccc(Cl)cc2)c1	i	i
CCN1CCN(C(=O)c2cc(COc3c(C)cccc3C)on2)CC1	i	i
CCCOc1ccc(OCCSc2nnc(N)s2)cc1	i	i
Cc1c(-c2ccc(F)cc2)[n+](=O)c2c(n1[O-])CCCCC2	i	i
COc1ccc(C(=O)N(C)CC(O)c2ccccc2)cc1OC1CCN(C(C)=O)CC1 (centres undefined)	i	i
CCC(C)NC(=O)Nc1ccc(Br)cc1Cl (centres undefined)	i	i
O=C(CCN1C(=O)C2C3C=CC(C4CC34)C2C1=O)Oc1cccc2cccnc12 (centres undefined)	i	i
CC(C)c1ccccc1NC(=O)C1C2C=CC(C2)C1C(=O)O (centres undefined)	i	i
CCc1ccc(CN(C)Cc2nc(COc3ccccc3)no2)nc1	i	i
Cc1ccccc1-c1nc(CS(=O)(=O)CC(=O)Nc2cc(F)ccc2F)c(C)o1	i	i
Cc1cccc(OCCSc2ncnc3nc[nH]c23)c1	i	i

Of the compounds above, 14 have a Cl atom:
SMILES	CHT PAM	CHT block
O=C(CC(NS(=O)(=O)c1ccc(Cl)cc1)c1ccco1)NC1CCCC1 (centres undefined)	i	i
O=C(CCN1C(=O)c2ccccc2C1=O)NC(=S)Nc1ccccc1Cl	i	i
O=C1CS/C(=C\S(=O)(=O)c2ccc(Cl)cc2)N1	i	i
Clc1ccc(-c2nc3ccccn3c2CN2CCOCC2)cc1	i	i
COc1ccc(Cl)cc1NC(=O)c1cccc(NC(=O)CCC(=O)O)c1	i	i
O=C(COc1ccc(Cl)cc1)NCCCNC(=O)c1ccncc1	i	i
COc1ccc(C(=O)CC(=O)C(=O)Nc2ccc(C)cc2Cl)cc1	i	i
Cc1nn(CCS(=O)(=O)c2ccc(Cl)cc2)c(C)c1Br	i	i
O=C(NCc1ccc(Cl)cc1)c1cc(-c2cccs2)on1	i	i
Cc1c(CN2CCN(C)C(CCO)C2)[nH]c2c(Cl)cccc12 (centres undefined)	i	i
Cn1cc(/C=C(\NC(=O)c2ccccc2Cl)C(=O)N2CCOCC2)c2ccccc21	i	i
OCC1(Cc2ccc(F)cc2F)CCCN(Cc2ccc(Cl)cc2)C1 (centres undefined)	i	i
Cc1ccc(O)c(NC(=S)NC(=O)Cc2ccc(Cl)cc2)c1	i	i
CCC(C)NC(=O)Nc1ccc(Br)cc1Cl (centres undefined)	i	i
